MC4R barr agon: MC4R agonists recruiting beta-arrestin, primary screen, cell-based, luminescence, agonist arm of biased-ligand search | hit rate 0.98% among 360,000 | Melanocortin receptor 4 (Homo sapiens), P32245 | U2OS MC4R beta-arrestin complementation; percent of melanotan II response, DMSO zero | activation, % at 8.9 µM | AID 540308, 2011;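 active = activation above a per-plate cutoff, the mean activation of sample wells on that plate plus 3 SD, cut at about 8% in these data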
Target sequence (P32245 whole entry, looked up): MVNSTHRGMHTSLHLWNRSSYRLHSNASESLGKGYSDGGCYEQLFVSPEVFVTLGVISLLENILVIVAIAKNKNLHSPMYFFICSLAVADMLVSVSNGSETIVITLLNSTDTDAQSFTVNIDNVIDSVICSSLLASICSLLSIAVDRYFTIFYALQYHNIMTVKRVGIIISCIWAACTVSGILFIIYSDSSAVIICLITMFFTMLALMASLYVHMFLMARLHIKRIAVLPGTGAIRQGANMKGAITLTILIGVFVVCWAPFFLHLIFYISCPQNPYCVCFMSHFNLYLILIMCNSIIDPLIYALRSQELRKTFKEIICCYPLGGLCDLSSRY
iPSC survival up: enhancers of single-cell hiPSC survival, primary screen, ATPlite luminescence; 100% = ROCK inhibitor wells, 0% = DMSO; survival enhancement, % at 20 µM; hit rate 0.044% among 360,000; AID 602274, 2012; in the data active = survival enhancement above about 18%;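 also: cells exposed to compounds for 16 hours before the ATP read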
aDG glyco up: activators of alpha-DG glycosylation, primary screen, uHTS, Pro5-aDG cells, AlphaScreen | hit rate 0.22% among 360,000 | alpha-DG glycosylation AlphaScreen (IIH6); 0% Pro5, 100% B10-LARGE cell signal | activation, % at 10 µM;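 active = activation of at least 8% versus controls, or a plate z-score of at least 8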;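 also: Pro5 are CHO cells carrying HIG-tagged alpha-DG that lacks glycosylation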
Cardio protect: cardioprotection against H2O2-induced cell death, primary screen, uHTS, H9c2 cells, ATPLite luminescence | protection from H2O2 cell death, % at 20 µM | hit rate 0.63% among 360,000 | H9c2 cardiomyocytes, H2O2 injury protection, 2 h | AID 588492, 2011;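 active = compounds giving at least 50% protection of heart cells from peroxide-induced death in the single-dose screen, raw or plate-pattern-corrected value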;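 also: 0% = DMSO wells with peroxide and 100% = DMSO wells without peroxide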
MC4R antagonist: MC4R antagonists of cAMP signaling, primary screen, cell-based, TR-FRET, antagonist arm of biased-ligand search; Melanocortin receptor 4 (Homo sapiens), P32245; MC4R-expressing cells, MTII-stimulated cAMP, LANCE TR-FRET; inhibition, % at 6.5 µM; hit rate 0.48% among 360,000; AID 540295, 2011;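 active = inhibition above its plate's cutoff, the mean of tested wells on that plate plus 3 SD, cut at about 29% in these data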;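 also: 0% = Melanotan II alone and 100% = Melanotan II plus saturating MCL0020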
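Assay system: human MC4R-expressing U2OS cells; reagent: Melanotan II stimulation of cells; dosing: 6.5 µM single dose; timing: compound 30 min, challenge 1 h, detection 1 h; signal: TR-FRET cAMP assay; replicates: one well per compound, no replicates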
m5-HT2A agonist: mouse Htr2a agonists via beta-arrestin recruitment, primary screen, cell-based, luminescence. CHO-K1 mHTR2A beta-arrestin complementation; percent of 30 µM serotonin response. activation, % at 7.6 µM. 5-hydroxytryptamine receptor 2A (Mus musculus), P35363. hit rate 0.66% among 360,000;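 active = activation above a run cutoff, the mean activation of all tested compounds plus 3 SD, cut at about 14% in these data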;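 also: 0% = plate median of compound wells and 100% = 30 µM serotonin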
Target sequence (P35363 whole entry, looked up): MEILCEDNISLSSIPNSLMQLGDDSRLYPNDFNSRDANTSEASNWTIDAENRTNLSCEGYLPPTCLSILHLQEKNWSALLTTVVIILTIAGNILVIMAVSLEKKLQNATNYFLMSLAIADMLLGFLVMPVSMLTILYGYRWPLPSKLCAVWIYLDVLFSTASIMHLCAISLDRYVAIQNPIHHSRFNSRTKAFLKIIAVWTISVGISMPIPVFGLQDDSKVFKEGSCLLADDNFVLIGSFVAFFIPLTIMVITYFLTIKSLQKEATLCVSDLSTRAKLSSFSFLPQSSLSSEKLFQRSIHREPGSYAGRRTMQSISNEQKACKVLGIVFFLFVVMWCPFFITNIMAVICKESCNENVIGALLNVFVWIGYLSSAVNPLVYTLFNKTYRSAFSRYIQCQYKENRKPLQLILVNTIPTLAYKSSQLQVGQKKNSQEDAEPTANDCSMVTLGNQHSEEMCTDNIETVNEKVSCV
ABCB6 inh MLPCN: ABCB6 transporter inhibitors, primary screen, K562-ABCB6 cells, flow cytometry, MLPCN library | ATP-binding cassette sub-family B member 6 (Homo sapiens), Q9NP58 | K562-ABCB6 porphyrin accumulation, 1 h; stronger effect = lower value | fluorescence ratio to DMSO, % at 10 µM | hit rate 0.19% among 360,000 | AID 602162, 2011;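 active = fluorescence ratio to DMSO below 75%, the collection mean minus 3 SD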;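 also: signal is porphyrin accumulated inside mitochondria; 100% equals median channel fluorescence of DMSO control wells; lower ratio means ABCB6 inhibition with less porphyrin fluorescence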
Glyco luc inh: increase of ERlucT glycosylation luciferase signal, primary screen, N-linked glycosylation inhibitor project, D54 ERlucT cells, luminescence, set 2; reporter increase, % at 12.5 µM; D54 ERlucT glycosylation luciferase reporter, 24 h; percent of 100 nM tunicamycin response; hit rate 0.23% among 360,000; AID 588692, 2011;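 active = mean luciferase reporter signal, scaled so untreated is 0 and the glycosylation-blocking control 100, at or above a set limit in every replicate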;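 also: luciferase carries N-glycosylation sites so blocking glycosylation raises the light; 0% = median of neutral control wells and 100% = median of 100 nM tunicamycin wells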
Granule exo inh: LAMP-1 surface exposure blockers, TALL-104 cells – cell-based, flow cytometry, MLPCN library, primary screen; TALL-104 LAMP-1 surface exposure; cells stimulated with thapsigargin and PMA; inhibition, % at 10 µM; hit rate 0.66% among 360,000; AID 651702, 2012;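 active = inhibition above about 55%, limit read from the data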
ABHD5-PLIN5 inh: ABHD5-PLIN5 interaction inhibitors, primary screen, cell lysate, split luciferase complementation, luminescence; Split G. princeps luciferase complementation, 4 h; AID 602281, 2012; inhibition, % at 4 µM; hit rate 0.78% among 360,000;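 active = inhibition above the mean inhibition across every tested compound plus 3 SD, cut at about 22% in these data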;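 also: 0% = DMSO only wells and the 100% control is not disclosed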
* marks the source's active call; other numbers are inactive results; . = no result given.

SMILES	MC4R barr agon	iPSC survival up	aDG glyco up	Cardio protect	MC4R antagonist	m5-HT2A agonist	ABCB6 inh MLPCN	Glyco luc inh	Granule exo inh	ABHD5-PLIN5 inh
O=C(C[C@H]1C[C@H](C(=O)N2CCCCC2)[C@@]2(CCc3ccccc3)c3[nH]c4ccc(Cl)cc4c3CCN2C1=O)NCCC1=CCCCC1	0.2	-3.2	0.4	5	3	-3	109	1	20	1
NC(=O)c1c(NC(=O)c2ccccc2)sc2c1CCCC2	-1.1	0.2	0.0	-12	3	-3	103	-6	-13	11
S=c1[nH]nc(-c2c[nH]c3ccccc23)o1	-1.9	0.7	0.0	2	3	2	100	0	0	1
CCCCn1c(N)c(N(C)C(=O)c2c(C)nn(-c3ccccc3)c2C)c(=O)[nH]c1=O	-1.5	-0.4	-0.6	1	1	2	93	2	-4	-2
COc1ccccc1N(C)S(=O)(=O)c1ccc(C(=O)NC2CCCCC2)cc1	-2.5	2.9	-0.1	-5	4	-5	92	-1	5	-11
O=C(CN(CC1CCCO1)C(=O)CNS(=O)(=O)c1ccc(F)cc1)NCc1ccccc1 (stereo not drawn)	1.2	-0.3	0.0	5	-4	3	100	3	-3	8
Oc1ccc(/C=N/N=C(c2ccccc2)c2ccccc2)c(O)c1O	2.5	-2.5	0.1	85*	9	8	104	0	-2	-10
Cc1cc(S(=O)(=O)Nc2nc(CN3CCOCC3)nc3sc4c(c23)CCC4)cc(C)c1C	-2.4	1.4	0.1	13	5	2	95	-1	-4	12
CCOC(=O)CCc1c(C)nc(SCCN2CCCC2)c(C#N)c1C	1.4	2.8	-0.3	-2	14	-1	103	-4	2	3
CCC(=O)Oc1cccc(C(=O)Nc2ccc(-c3nnc(-c4ccco4)o3)cc2)c1	0.8	-4.0	0.0	77*	14	2	97	-6	3	5
O=S(=O)(Cc1ccccc1)N1CCN(C2Cc3ccccc3C2)CC1	-1.4	4.2	0.0	-10	1	1	101	2	3	2
COc1ccc(C(=O)O/N=C/c2ccc(S(=O)(=O)c3ccc(Cl)cc3)nc2)cc1	-2.5	-0.6	0.1	-1	13	1	93	-2	0	3
CN(C)c1nc2c(c(=O)n(C)c(=O)n2C)n1Cc1ccccc1	-0.9	-0.4	0.5	3	-3	0	97	2	-2	0
O=C(CCCc1ccccc1)N1CCN(c2ccc([N+](=O)[O-])cc2)CC1	-0.4	-0.9	1.3	-25	5	-7	102	0	1	1
COc1ccc(Nc2nc(S(=O)(=O)c3ccc(C)cc3)c(Cl)s2)cc1	0.0	1.8	1.2	-7	9	-3	88	-3	-2	-7
OC[C@@H]1CN(Cc2ccncc2)C[C@H](n2cnc3c(NCc4ccncc4)ncnc32)O1	-1.7	-1.5	0.0	3	3	6	97	3	0	3
N=c1n(CCO)c2ccccc2n1Cc1ccc(Cl)cc1	-0.9	-0.7	1.3	-19	-1	-4	102	-4	-3	-15
C=CCn1c(SC(C)C#N)nc2sc(CC)cc2c1=O (stereo not drawn)	-2.5	-0.1	0.1	-3	-6	1	94	1	1	-2
CC(C)(C)[C@@H]1C=C(C(=O)NC2CC2)O[C@H](OCc2ccc(CO)cc2)C1	-1.0	-1.4	-0.5	-11	5	-4	96	4	-3	-1
CC1=C(C(=O)Nc2ccc(C)cc2)C(c2ccc(N(C)C)cc2)NC(=O)N1 (stereo not drawn)	0.8	0.0	0.2	2	2	0	102	1	-1	0
O=C(CN1CCCCC1)Nc1nc(-c2ccccc2)cs1	0.3	1.6	0.1	18	3	-1	99	3	24	-4
CN(C(=O)CS(=O)(=O)Cc1ccccc1Cl)c1ccccc1	-1.6	-1.3	-0.1	-8	-4	1	93	0	-1	4
COC(=O)CN(C#N)c1nc(NC(C)C)nc(NC(C)C)n1	0.3	6.0	-0.3	-8	13	2	102	3	0	1
Cc1ccc(SCCNC(=O)/C=C/c2cccc([N+](=O)[O-])c2)cc1	3.1	1.0	0.1	-6	4	-3	98	2	-4	6
CNC(=O)CN(c1ccc(Oc2ccccc2)cc1)S(=O)(=O)c1ccc(C)cc1	-0.7	-0.4	-0.1	-1	14	1	97	3	2	4
Cc1ccc(F)cc1NC(=O)CN1CCN(Cc2ccccc2)CC1	0.6	-0.1	0.1	0	24	-8	96	1	6	0
O=c1c2ccccc2[nH]c(=S)n1Cc1cccs1	-2.0	-1.1	-0.3	9	-3	10	112	0	-2	0
CCc1ccc(OCCNC(=O)c2ccccc2SCc2ccccc2)cc1	1.4	3.7	0.0	-18	3	-9	98	-9	1	-6
CCN(CC)c1ccc(NC(=O)CSc2n[nH]c(-c3ccco3)n2)cc1	-4.3	0.6	0.2	1	5	-4	97	3	-3	4
CCOc1cc(/C=C2\C(=O)ON=C2C)ccc1OCc1ccccc1	-0.3	-1.2	0.0	-13	11	-5	100	1	52	-10
CCN(c1ccc(C(=O)CN2C(=O)NC3(CCOc4ccccc43)C2=O)cc1)S(C)(=O)=O (stereo not drawn)	0.6	0.1	0.0	-2	3	5	95	-3	-3	-4
COc1ccc(Cn2nc(C)n(N(C)c3ncc(C(F)(F)F)cc3Cl)c2=O)cc1	-1.4	-3.0	-0.1	6	6	-2	146	2	2	4
CCCSC1=NN2CCCC(=O)N=C2S1	-3.1	-0.2	-0.2	7	9	0	98	3	-3	-2
COC(=O)c1cc(=O)cc(C(=O)OC)o1	-1.7	-1.1	0.1	0	5	0	101	1	4	3
O=C(Cc1cccc(NC(=O)C2CCCN(C(=O)C3CCC3)C2)c1)Nc1ccc(C(=O)N2CCOCC2)cc1 (stereo not drawn)	-0.9	1.6	-0.3	-1	8	29*	105	2	-1	-3
CCOc1cc(Br)c(COc2ccc(C)nc2[N+](=O)[O-])cc1OCC	1.6	0.2	0.0	-2	20	3	98	-3	-6	-5
CCNc1nc(NC(C)(C)C)nc(N(CC)n2cnnc2)n1	-2.4	0.7	0.1	-3	1	-1	101	3	-2	-2
O=C(NCCc1ccc(Cl)cc1)C1CCN(S(=O)(=O)c2cccs2)CC1	2.5	7.1	0.0	-1	-2	-2	100	0	8	-6
OCCCc1nc2ccccc2n1CCCCOc1ccccc1	-0.2	-0.6	0.0	-2	3	-9	103	-2	51	8
O=C(CN1CCC(n2nnc3ccccc32)CC1)NCc1cccs1	-0.5	-1.9	0.4	-4	4	-2	95	.	0	1
N#Cc1cccc(-c2csc(C(O)c3ccco3)n2)c1 (stereo not drawn)	0.0	0.4	0.5	0	0	1	95	1	-10	6
CCCCN(C(=O)c1ccc(C)cc1)c1c(N)n(CCC)c(=O)[nH]c1=O	-1.3	0.2	0.0	4	0	6	96	-1	-6	-2
CC(OC(=O)CNC(=O)c1ccc2ccccc2c1)C(=O)NC1CCCCC1C (stereo not drawn)	-3.7	-0.2	0.3	-11	8	4	97	0	4	5
CC(C)C(c1nnnn1C(C)(C)C)N1CCC(Cc2ccccc2)CC1 (stereo not drawn)	0.4	-1.0	0.1	-11	-1	0	95	-11	12	-8
CC1CCc2sc(C(=O)NCCCn3ccnc3)cc2C1 (stereo not drawn)	1.2	-0.4	0.2	-1	2	-5	97	1	5	2
O=C(NCc1ccccc1)c1ccc(=O)[nH]n1	-0.9	1.4	0.0	6	-1	5	93	2	0	11
CCOC(=O)C1CCN(C(=O)c2ccc(Oc3cc(Cl)cc(Cl)c3)o2)CC1	-1.4	0.3	0.0	-6	-3	5	95	3	-3	4
COc1ccc([N+](=O)[O-])cc1NC(=O)CC(c1ccccc1)c1ccccc1	0.4	-0.4	-0.2	3	5	-6	98	0	0	-4
O=C(COc1ccccc1)Nc1cccc2c1CCCC2	0.4	2.9	0.4	6	-5	-3	97	1	-4	-3
CCOC(=O)N1CCN(C(=O)C2CCN(Cc3cccc(OCc4ccccc4)c3)CC2)CC1	0.1	-1.2	0.1	1	9	-2	95	-1	16	3
CCO[C@H]1OC(C(=O)NC2CC2)=C[C@@H](c2coc3ccccc3c2=O)[C@@H]1CCCO	0.1	0.3	-0.1	-1	0	5	85	3	12	-4
COc1ccc(-c2ccc(C(=O)Nc3ccc(C(C)C)cc3)c3occc23)c(C)c1	0.4	-0.9	0.8	-11	3	0	91	-3	-7	-2

Given with values under each structure: entries from further up
Values run as follows: MC4R barr agon	iPSC survival up	aDG glyco up	Cardio protect	MC4R antagonist	m5-HT2A agonist	ABCB6 inh MLPCN	Glyco luc inh	Granule exo inh	ABHD5-PLIN5 inh
- O=C(C[C@H]1C[C@H](C(=O)N2CCCCC2)[C@@]2(CCc3ccccc3)c3[nH]c4ccc(Cl)cc4c3CCN2C1=O)NCCC1=CCCCC1
→ 0.2	-3.2	0.4	5	3	-3	109	1	20	1
- NC(=O)c1c(NC(=O)c2ccccc2)sc2c1CCCC2
→ -1.1	0.2	0.0	-12	3	-3	103	-6	-13	11
- S=c1[nH]nc(-c2c[nH]c3ccccc23)o1
→ -1.9	0.7	0.0	2	3	2	100	0	0	1
- CCCCn1c(N)c(N(C)C(=O)c2c(C)nn(-c3ccccc3)c2C)c(=O)[nH]c1=O
→ -1.5	-0.4	-0.6	1	1	2	93	2	-4	-2
- COc1ccccc1N(C)S(=O)(=O)c1ccc(C(=O)NC2CCCCC2)cc1
→ -2.5	2.9	-0.1	-5	4	-5	92	-1	5	-11
- O=C(CN(CC1CCCO1)C(=O)CNS(=O)(=O)c1ccc(F)cc1)NCc1ccccc1 (stereo not drawn)
→ 1.2	-0.3	0.0	5	-4	3	100	3	-3	8
- Oc1ccc(/C=N/N=C(c2ccccc2)c2ccccc2)c(O)c1O
→ 2.5	-2.5	0.1	85*	9	8	104	0	-2	-10
- Cc1cc(S(=O)(=O)Nc2nc(CN3CCOCC3)nc3sc4c(c23)CCC4)cc(C)c1C
→ -2.4	1.4	0.1	13	5	2	95	-1	-4	12
- CCOC(=O)CCc1c(C)nc(SCCN2CCCC2)c(C#N)c1C
→ 1.4	2.8	-0.3	-2	14	-1	103	-4	2	3
- CCC(=O)Oc1cccc(C(=O)Nc2ccc(-c3nnc(-c4ccco4)o3)cc2)c1
→ 0.8	-4.0	0.0	77*	14	2	97	-6	3	5
- O=S(=O)(Cc1ccccc1)N1CCN(C2Cc3ccccc3C2)CC1
→ -1.4	4.2	0.0	-10	1	1	101	2	3	2

Source: PubChem (several laboratories)
